Compound activity from PubChem.
GalR3 antag = antagonists of human GalR3 | O60755 | HEK293 GalR3-CNG cAMP membrane potential fluorescence; galR3 body fused to GalR1 C-terminus | inhibition, % at 3 µM | 0.44% of 360,000 active | AID 651719;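 active = inhibition above the screen-wide average plus 3 SD, cut at about 13% in these data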;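 also: forskolin and galanin both at EC90 stimulate the cells; cAMP rise reported by CNG channel membrane potential dye signal; 0% = forskolin plus galanin with DMSO and 100% = forskolin alone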
Target sequence (O60755 1-299 limits assumed): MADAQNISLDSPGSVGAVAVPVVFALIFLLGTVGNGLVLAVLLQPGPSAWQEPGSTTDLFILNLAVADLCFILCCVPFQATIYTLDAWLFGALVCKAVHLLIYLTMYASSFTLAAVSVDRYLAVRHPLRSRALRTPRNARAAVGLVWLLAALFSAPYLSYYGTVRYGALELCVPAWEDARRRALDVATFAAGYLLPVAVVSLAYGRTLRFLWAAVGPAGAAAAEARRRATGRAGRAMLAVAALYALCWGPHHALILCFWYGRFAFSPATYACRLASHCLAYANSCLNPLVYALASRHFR
* = called active by the depositor.

Results for CCCCS(=O)(=O)N1CCCc2nc(-c3ccc(OC)cc3)ccc21 ?
GalR3 antag: -7.8

What do the screens show for `Cc1cc(C(O)c2ncc(-c3cccc4ccccc34)[nH]2)ccc1F` (stereo not drawn)?
GalR3 antag: -7.8

What do the screens show for `CN[C@H]1C[C@H]2c3[nH]c4c(-c5ccccc5)cccc4c3CCN2C[C@H]1[C@H](C)O`?
GalR3 antag: -9.0

How did OC[C@@H]1CN(Cc2cccnc2)C[C@H](n2cnc3c(N4CCOCC4)ncnc32)O1 do in these assays?
GalR3 antag: -4.7

Results for CN(C)CCNc1ncnc2c1ncn2[C@H]1CN(Cc2cccnc2)C[C@@H](CO)O1 ?
GalR3 antag: -5.9

What do the screens show for `O=C(NCC(=O)N1CCCC(C(F)(F)F)C1)c1cccs1` (stereo not drawn)?
GalR3 antag: -1.8

Results for CC(C)N(C(=O)CSc1nnc(C2CC2)n1C1CC1)c1ccccc1 ?
GalR3 antag: -2.1

Results for CCC(CC)C(=O)N(C)c1c(C)nc2c(OCCOc3ccc(F)cc3)cccn12 ?
GalR3 antag: -8.2

Results for O=C(OCC(=O)N1CCC(Cc2ccccc2)CC1)c1ccc(O)cc1 ?
GalR3 antag: 1.9

Results for CCN(CC)C(=O)[C@H]1CC(CC(=O)NCc2ccco2)C(=O)N2CCc3c([nH]c4ccc(OC)cc34)[C@]12C (stereo partly drawn) ?
GalR3 antag: -3.9

How did O=C(NN=Cc1ccc(F)cc1)C1CC1 do in these assays?
GalR3 antag: -5.1

How did NC(=O)CCC(NC(=O)c1ccc(Cl)cc1)C(=O)NCCc1ccc2c(c1)OCCO2 (stereo not drawn) do in these assays?
GalR3 antag: -3.7

Results for CC(C)(C)c1cc2nc(NCCOc3ccccc3)ccn2n1 ?
GalR3 antag: -4.6

How did CC(C)(C)OC(=O)N1CCCC(C(=O)Nc2cccc(C(=O)NCCCCc3ccccc3)c2)C1 (stereo not drawn) do in these assays?
GalR3 antag: 4.1

Results for COc1ccc(NC(=O)CCN2C(=O)C3CC=CCC3C2=O)cc1S(=O)(=O)N1CCCCC1 (stereo not drawn) ?
GalR3 antag: -3.4

How did CCc1c(C)c(C#N)c2nc3ccccc3n2c1NCCCN(C)C do in these assays?
GalR3 antag: -6.3

Results for CCOC(=O)C1CCCN(C(=O)COc2ccc(C(C)(C)C)cc2)CC1 (stereo not drawn) ?
GalR3 antag: -7.9

Results for COc1ccc(OC)c(C=C2CCc3ccccc3C2=O)c1 ?
GalR3 antag: -5.6

How did Cc1ccc(S(=O)(=O)N2CCc3ccccc3CC2)cc1 do in these assays?
GalR3 antag: -2.4

Results for COc1cc(C(C)n2nnc3ccccc32)ccc1O (stereo not drawn) ?
GalR3 antag: -5.1

How did Fc1ccc(CN2CCN(c3ncc(Cc4ccccc4)cn3)CC2)c(Cl)c1 do in these assays?
GalR3 antag: 81.9*

What do the screens show for `COC(=O)C=C1CCC2C3CC(F)C4(O)CC(=O)CCC4(C)C3C(=O)CC12C` (stereo not drawn)?
GalR3 antag: -4.3

What do the screens show for `Cc1ccccc1Oc1ccc2c(c1)[C@@H]1C[C@H](N(C)C(=O)NC3CCCCC3)[C@H]([C@H](C)O)C(=O)N1CC2`?
GalR3 antag: -0.1

How did Cc1ccc(S(=O)(=O)N2CCOCC2)cc1NC(=O)CSc1nc(N)cc(N)n1 do in these assays?
GalR3 antag: -1.4

Results for Cc1ccc(-c2nn(-c3ccc(F)cc3)cc2C(=O)NCCCN2CCCC2=O)cc1 ?
GalR3 antag: -4.0

What do the screens show for `CS(=O)(=O)c1ccc(C(=O)N2CCN(S(=O)(=O)c3ccc(C4CCCCC4)cc3)CC2)cc1`?
GalR3 antag: -7.5

Results for CC(C)N1CCCC(C)(C(=O)Nc2ccccc2)C1 (stereo not drawn) ?
GalR3 antag: 0.0

What do the screens show for `Nc1ncnc2c1ncn2[C@@H]1O[C@H](CNCc2ccc(-c3cc(C(F)(F)F)ccc3Cl)o2)[C@@H](O)[C@H]1O`?
GalR3 antag: 41.9*

Results for CCOC(=O)CN1C(=O)N2C[C@H]3CON(C)[C@H]3C[C@H]2c2ccccc21 ?
GalR3 antag: -7.8

How did COc1cc(F)ccc1-c1cc(C(=O)Nc2cc(OC)c(OC)c(OC)c2)[nH]n1 do in these assays?
GalR3 antag: -3.5

What do the screens show for `CCOC(=O)C1=C(C)N=c2sc(=Cc3ccc(OCC(=O)O)cc3)c(=O)n2C1c1ccc(SC)cc1` (stereo not drawn)?
GalR3 antag: -5.7

How did c1coc(-c2nc3ccccc3s2)c1 do in these assays?
GalR3 antag: -4.6

Results for CCC(CC)C(C(=O)NCc1ccccc1)N(C)Cc1ccc(Cl)c(Cl)c1 (stereo not drawn) ?
GalR3 antag: -6.7

What do the screens show for `CC(=O)N1C[C@@H](CO)[C@@H](N(C)C(=O)c2ccco2)C[C@H]1c1ccccc1`?
GalR3 antag: -3.7

What do the screens show for `CC1C(=O)N(Cc2cn(Cc3ccco3)nn2)CCS(=O)(=O)N1Cc1ccc(-c2ccccc2C(F)(F)F)cc1` (stereo not drawn)?
GalR3 antag: -2.8

How did c1ccc(CN2CCC(CNc3ncnc4ccccc34)C2)cc1 (stereo not drawn) do in these assays?
GalR3 antag: -6.4

Results for COc1ccccc1NS(=O)(=O)c1cccc(C(=O)N2CCCCCC2)c1 ?
GalR3 antag: -2.5

What do the screens show for `COc1cccc(-c2ncn(CCc3ccccc3OC)c2CC(C)C)c1`?
GalR3 antag: -8.1

Results for COCCNC(=O)C1(C)Cc2c(-c3cccc(C(F)(F)F)c3)ccnc2O1 (stereo not drawn) ?
GalR3 antag: -10.0

Results for NC(=O)C1(Nc2ccc(-c3ccc(Br)cc3)cc2)CCCC1 ?
GalR3 antag: -2.6

What do the screens show for `CCOC(=O)C1(C)CCCN1C(=O)c1ccc(OC)c(OC)c1` (stereo not drawn)?
GalR3 antag: -6.5

How did Fc1ccc(CCn2c(Cn3c(-c4cnccn4)nc4ccccc43)nc3ccccc32)cc1 do in these assays?
GalR3 antag: -13.2

Results for COc1cc(NCCCn2cnc(C(=O)Nc3ccc(C)c(C)c3)n2)cc(OC)c1OC ?
GalR3 antag: -4.6

How did CNc1nc(NC)c2cn[nH]c2n1 do in these assays?
GalR3 antag: -4.9

Results for O=C1C[C@@H]2c3c(cccc3CN1Cc1ccccc1Br)C[C@@H](O)[C@H]2O ?
GalR3 antag: -5.0

Results for CC(C)C[C@H]1CNC(=S)N1C[C@H]1CCCN1C[C@H](Cc1ccccc1)N1C[C@H](Cc2ccc(O)cc2)N(CC2CCCCC2)C1=S ?
GalR3 antag: -7.0

How did CCCc1c(C(=O)N/N=C(\C)c2ccc(CC(C)C)cc2)nnn1-c1nonc1N do in these assays?
GalR3 antag: -6.2

What do the screens show for `CC(C)(O)CN(CCCNC(=S)Nc1ccccc1)C(=S)Nc1ccccc1`?
GalR3 antag: -4.5

How did COc1cccc(/C=C/C(=O)OCC(=O)NC2CCCCCC2)c1 do in these assays?
GalR3 antag: -7.0

What do the screens show for `COC(=O)[C@@]12C[C@@H](CC(=O)N3CCC(c4ccccc4)CC3)C(=O)N(Cc3cccc4ccccc34)C1=CCC(C)(C)C2`?
GalR3 antag: -7.7

How did CCc1nc2ccc(C(=O)NCc3ccc(OC)cc3)cn2c1N(C)CCC(C)C do in these assays?
GalR3 antag: -6.9

Results for C[C@@H]1CN([C@@H](C)CO)C(=O)c2cc(Br)cnc2O[C@@H]1CN(C)C(=O)Nc1ccc(F)cc1 ?
GalR3 antag: -6.8

What do the screens show for `CCOC(=O)c1c(-c2ccccc2)c[nH]c1C`?
GalR3 antag: -5.7

What do the screens show for `COc1ccc(-c2noc(CCC(=O)N3CCN(c4ccccc4Br)CC3)n2)cc1`?
GalR3 antag: -2.4

How did Cc1c(Cl)cccc1NC(=O)C1CC(=O)N(C2CCCC2)C1 (stereo not drawn) do in these assays?
GalR3 antag: -6.1

How did CCN(CC(=O)NCc1cccs1)C(=O)c1cccc(S(=O)(=O)N(CC)c2ccccc2)c1 do in these assays?
GalR3 antag: -4.5

What do the screens show for `CCN(C)C1CN(Cc2cn(CCCOC)nn2)S(=O)(=O)C1` (stereo not drawn)?
GalR3 antag: -5.4

How did CN(C)c1cccc(CNC(=O)c2csc([C@@H]3O[C@H](CO)[C@H](O)[C@H](O)[C@H]3O)n2)c1 do in these assays?
GalR3 antag: -4.3

How did c1ccc(COc2ccc(-c3cc4nc(NCCN5CCOCC5)ccn4n3)cc2)cc1 do in these assays?
GalR3 antag: -3.1

How did O=C(NCc1cccs1)c1ccc2sc(COCCO)nc2c1 do in these assays?
GalR3 antag: -6.0

Results for O=C(CCCCCN1C(=O)c2cccc([N+](=O)[O-])c2C1=O)NCCc1ccccc1 ?
GalR3 antag: -7.0

How did O=C(CSc1c2c(nc3ccc(Cl)cc13)CCCC2)N1CCN(C(=O)c2ccco2)CC1 do in these assays?
GalR3 antag: -5.4

Results for COc1ccc(OC)c(CNC(=O)c2[nH]c(C(F)(F)F)nc2-c2ccccc2)c1 ?
GalR3 antag: -6.9

Results for CCOC(=O)C1=C(C(=O)OCC)C2N(Cc3ccc(C#N)cc3)c3ccccc3[C@@]23C[C@@H](C(=O)OC)N(S(=O)(=O)c2ccc(F)cc2)C3=N1 (stereo partly drawn) ?
GalR3 antag: -4.3

How did Cc1cccc(C(O)c2ncc(-c3ccc4ccccc4c3)[nH]2)c1C (stereo not drawn) do in these assays?
GalR3 antag: -6.6

Results for CCOC(=O)C1(C)CCCN1C(=O)c1ccc(C)cc1 (stereo not drawn) ?
GalR3 antag: -5.4

Results for COc1ccc(NC(=O)C2(C)CCCN(C(C)C)C2)cc1OC (stereo not drawn) ?
GalR3 antag: -2.9

How did Cc1cc(Cl)ccc1OCC(=O)OCC(=O)NCCNC(=O)COC(=O)COc1ccc(Cl)cc1C do in these assays?
GalR3 antag: -1.2

What do the screens show for `O=C(NCc1cc(Cl)cc(Cl)c1)c1csc(COCCO)n1`?
GalR3 antag: -4.7

What do the screens show for `CCOC(=O)C(C)(C)CC#CCN(CC#Cc1ccccc1)S(=O)(=O)c1ccc(C)cc1`?
GalR3 antag: -6.6

How did C#CCNC(=O)C[C@@H]1C[C@@]2(C(=O)OCC)CCCC=C2N(Cc2ccccc2)C1=O do in these assays?
GalR3 antag: -1.9

Results for Cc1cnc(C2OCCO2)c2cccc([N+](=O)[O-])c12 ?
GalR3 antag: -6.5

What do the screens show for `CCOC(=O)[C@@H]1[C@H]2COc3ccccc3[C@@H]2N2C(=O)N(c3ccc(Br)cc3)C(=O)[C@@]12C`?
GalR3 antag: -7.2

Results for CC1CN(C(C)C)C(=S)N(c2ccccc2)C1=O (stereo not drawn) ?
GalR3 antag: -4.9

What do the screens show for `CC1(C(=O)NS(=O)(=O)c2cccc(Cl)c2)CCN1C(=O)C1(c2ccccc2)CC1` (stereo not drawn)?
GalR3 antag: 1.5

Results for COc1ccc(-c2cc3nc(NCCCN(C)C)n(C)c(=O)c3s2)c(C)c1 ?
GalR3 antag: -2.9

How did CCOC(=O)C1=CN(Cc2ccc(Br)cc2)S(=O)(=O)N(C)C1C (stereo not drawn) do in these assays?
GalR3 antag: -6.4

What do the screens show for `COCC(C)n1c(C)cc(C(=O)COc2ccc(N(C)S(=O)(=O)c3ccc(NC(C)=O)cc3)cc2)c1C` (stereo not drawn)?
GalR3 antag: -4.7

What do the screens show for `COC(=O)c1sc(NC(=O)CN2CCN(c3cccc(Cl)c3)CC2)c(C(=O)OC)c1C`?
GalR3 antag: -0.1

What do the screens show for `Cc1cc(=O)oc2cc(O)cc(O)c12`?
GalR3 antag: -0.7

Results for CC(C)C[C@@H](CN1CCC[C@H]1CN1C(=O)C(=O)NC[C@@H]1Cc1ccccc1)N1C[C@H](Cc2ccc(O)cc2)N(CC2CCCCCC2)C(=O)C1=O ?
GalR3 antag: -9.5

Results for CCCNC(=O)C1(C)CCN1C(=O)C/C=C/c1ccccc1 (stereo not drawn) ?
GalR3 antag: -6.5

How did COc1ccc([C@H]2N[C@]3(CCCN(Cc4ccc(Br)cc4)C3=O)[C@H]3C(=O)N(Cc4ccccc4)C(=O)[C@@H]23)cc1 do in these assays?
GalR3 antag: -5.2

What do the screens show for `CCN(CC)C(=O)c1cccc(-c2csc(C(NC(C)=O)c3cccc(OC)c3)n2)c1` (stereo not drawn)?
GalR3 antag: -3.3

What do the screens show for `NC(c1csc(NC(=O)c2cccc(OC(F)(F)F)c2)n1)c1ccccc1Cl` (stereo not drawn)?
GalR3 antag: -2.1

How did COC(=O)[C@H](CO)NS(=O)(=O)c1ccc(C)cc1 do in these assays?
GalR3 antag: -5.6

Results for C=C1C(=O)OC2C=C(CO)CCC=C(CO)CC(OC(=O)C(C)C)C12 (stereo not drawn) ?
GalR3 antag: -5.5

Molecules listed so far with a Cl atom, in the order listed:
How did NC(=O)CCC(NC(=O)c1ccc(Cl)cc1)C(=O)NCCc1ccc2c(c1)OCCO2 (stereo not drawn) do in these assays?
GalR3 antag: -3.7

How did Fc1ccc(CN2CCN(c3ncc(Cc4ccccc4)cn3)CC2)c(Cl)c1 do in these assays?
GalR3 antag: 81.9*

What do the screens show for `Nc1ncnc2c1ncn2[C@@H]1O[C@H](CNCc2ccc(-c3cc(C(F)(F)F)ccc3Cl)o2)[C@@H](O)[C@H]1O`?
GalR3 antag: 41.9*

Results for CCC(CC)C(C(=O)NCc1ccccc1)N(C)Cc1ccc(Cl)c(Cl)c1 (stereo not drawn) ?
GalR3 antag: -6.7

How did Cc1c(Cl)cccc1NC(=O)C1CC(=O)N(C2CCCC2)C1 (stereo not drawn) do in these assays?
GalR3 antag: -6.1

How did O=C(CSc1c2c(nc3ccc(Cl)cc13)CCCC2)N1CCN(C(=O)c2ccco2)CC1 do in these assays?
GalR3 antag: -5.4

How did Cc1cc(Cl)ccc1OCC(=O)OCC(=O)NCCNC(=O)COC(=O)COc1ccc(Cl)cc1C do in these assays?
GalR3 antag: -1.2

What do the screens show for `O=C(NCc1cc(Cl)cc(Cl)c1)c1csc(COCCO)n1`?
GalR3 antag: -4.7

What do the screens show for `CC1(C(=O)NS(=O)(=O)c2cccc(Cl)c2)CCN1C(=O)C1(c2ccccc2)CC1` (stereo not drawn)?
GalR3 antag: 1.5

What do the screens show for `COC(=O)c1sc(NC(=O)CN2CCN(c3cccc(Cl)c3)CC2)c(C(=O)OC)c1C`?
GalR3 antag: -0.1

What do the screens show for `NC(c1csc(NC(=O)c2cccc(OC(F)(F)F)c2)n1)c1ccccc1Cl` (stereo not drawn)?
GalR3 antag: -2.1

These rows are one share of the data; count on the stated rates, not on these rows.
